Screening results from PubChem.
KOR beta-arrestin-1 = kappa opioid receptor activators – cell-based, luminescence, uHTS, primary screen (AID 1777); 0.02% of 280,000 active; one-dose activation, % at 10 µM; EC50 in µM for titrated hits; KOR beta-arrestin recruitment, luminescence; higher % means a stronger effect; in the data active means activation above about 50%, passing the limit was not always enough; further: a part of the inactive calls stands beside numbers as strong as those of hits
KOR beta-arrestin-2 = KOR antagonists, beta-arrestin recruitment, cell-based, luminescence, uHTS (AID 1778) | KOR beta-arrestin recruitment, luminescence, antagonist mode; higher % means a stronger effect | inhibition, % at 10 µM, or IC50 in µM where a hit was titrated | 0.091% of 290,000 active; further: strong numbers were not always called active
GPR55 LPI antagonism = inhibition of LPI-stimulated GPR55 beta-arrestin translocation – imaging, U2OS, beta-arrestin-GFP, LPI agonist, primary screen (AID 2013) | 0.13% of 290,000 active | one-dose inhibition, % at 10 µM; IC50 in µM for titrated hits | U2OS GPR55 beta-arrestin-GFP translocation imaging, LPI antagonism; higher % means a stronger effect;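 active means spots per cell inhibited over 60%, with over 100 cells counted and total cytoplasm intensity under 500,000; inconclusive means wells with under 100 cells, flagged as likely toxic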;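 further: U2OS cells stably carrying GPR55 and arrestin-GFP stimulated by 5 µM LPI near EC80; imaged beta-arrestin-GFP aggregate spots per cell after agonist stimulation; plate controls were LPI-stimulated DMSO wells for no effect and DMSO wells without LPI for full effect; some results filed as inactive read as strong as hits; confirmed hits need IC50 under 10 µM and bright autofluorescent wells are also inconclusive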
NOD2 inhibition = inhibition of NOD2-driven NF-kB reporter – cell-based, luminescence, uHTS, HEK293 (AID 1566). HEK293 NOD2/NF-kB luciferase reporter, luminescence; higher % means a stronger effect. inhibition, % at 4 µM, or EC50 in µM where a hit was titrated. 0.63% of 290,000 active; further: many of its hits are not listed in these tables
NOD1 inhibition = NOD1 signaling inhibitors, primary screen, cell-based, luminescence, uHTS (AID 1578). NOD1-driven NF-kB luciferase reporter cells, luminescence; higher % means a stronger effect. inhibition, % at 4 µM; hits with a dose series show EC50 in µM. 1% of 290,000 active; in the data active means inhibition mostly above about 36%, no sharp cut-off; inactive means mostly below about 34%;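 further: HEK-293T reporter cells stimulated with the NOD1 agonist gamma-tri-DAP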
HIV fusion peptide = cell-free HIV fusion peptide-binding blockers – biochemical, uHTS, fluorescence dequenching, primary screen (AID 1986) | cell-free peptide binding, fluorescence dequenching, 30 min; higher % means a stronger effect | inhibition, % at 20 µM; hits with a dose series show IC50 in µM | 0.3% of 290,000 active; in the data active means inhibition mostly above about 52%, no sharp cut-off; inactive means mostly below about 76%; further: some results filed as inactive read as strong as hits
Rac1 GTP hydrolysis = MgcRacGAP GTPase-activating activity inhibitors, confirmation, biochemical, ADP Hunter fluorescence; MgcRacGAP-stimulated Rac1 GTP hydrolysis, ADP Hunter fluorescence; higher % means a stronger effect; GST-tagged Rac1 F28L mutant substrate; inhibition, % at 30 µM; hits with a dose series show IC50 in µM; 0.6% of 340,000 active; AID 624330;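 active means first-screen hits whose inhibition reached a set limit at any dose in the follow-up dose series; inconclusive means inhibition above the set first-screen limit but never retested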;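 further: fluorescence reports GDP produced by GAP-driven GTP hydrolysis; strong numbers were not always called active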
SV40 large T antigen = SV40 large T antigen inhibitors, biochemical (AID 1903); SV40 large T antigen ATPase/helicase inhibition assay; higher % means a stronger effect; inhibition, % at 20 µM, or IC50 in µM where a hit was titrated; 0.39% of 310,000 active; in the data active means a potency from the dose series; inconclusive means inhibition mostly from about 32% at the one dose, without a potency; inactive means the rest, 99 in 100 with inhibition below about 32%; further: strong numbers were not always called active
GPR55 beta-arrestin = selective activators of receptor GPR55 – imaging, U2OS cells, beta-arrestin-GFP redistribution, primary screen (AID 1961); U2OS GPR55 beta-arrestin-GFP redistribution imaging; higher % means a stronger effect; one-dose activation, % at 10 µM; EC50 in µM for titrated hits; 0.048% of 290,000 active;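 active means activation above 40% with more than 50 cells counted in the well; inconclusive means wells holding fewer than 50 cells, flagged as toxic or sparse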;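 further: U2OS osteosarcoma cells stably expressing GPR55 and beta-arrestin-GFP; plate controls were DMSO negative control for no effect and LPI positive control for full effect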
* hit, by the source's call; u = inconclusive; x = not tested or not shown; [ ] = remark or other dose. Unless noted, no stated cut-off is given here; in the data, active means inhibition above about 50%; inactive means the rest. An excerpt; the hit share may differ from the screen's.

SMILES	KOR beta-arrestin-1	KOR beta-arrestin-2	GPR55 LPI antagonism	NOD2 inhibition	NOD1 inhibition	HIV fusion peptide	Rac1 GTP hydrolysis	SV40 large T antigen	GPR55 beta-arrestin
COc1ccc(OC)c(CN2CCN(c3ccccc3OC)CC2)c1	3.0%	11%	8%	-4%	-21%	2.6%	20%	12%	-0.2%
CSc1nc(N)nc(SCC(=O)C(C)(C)C)c1C#N	-6.2%	14%	9%	6%	0%	-0.9%	-1%	8%	-0.1%
O=c1c2cc(-c3ccccc3)sc2nc2n1CCC2	-3.0%	-31%[20 µM]	7%	-111%	-30%	-1.6%	x	25%	-0.1%
CCOC(=O)/C(C#N)=C\N(C)C	-3.4%	-14%	18%	12%	4%	1.2%	2%	1%	0.5%
COc1ccc(C2/C=C\CN(C(=O)CC(C)C)CC(=O)N2Cc2ccc(F)cc2)cc1 (stereo not drawn)	-2.4%	14%	-6%	-10%	-4%	-2.2%	3%	x	0.7%
Cc1cc(C)c(S(=O)(=O)N2CCN(C(=O)c3cccs3)CC2)c(C)c1	-1.5%	5%	-4%	18%	-32%	0.5%	7%	-4%	-0.1%
Cc1cccc(NC(=O)c2cccs2)n1	13%	4%	2%	-65%	-57%	2.1%	0%	12%	-0.2%
O=C(O)CCNC(=O)CCCn1nnc2ccccc2c1=O	1.7%	12%	2%	-3%	2%	-1.3%	10%	6%	-0.1%
O=C(c1ccccc1)N1CCN(Cc2ccccc2C(F)(F)F)CC1	-2.9%	4%	-3%	10%	-10%	-0.2%	u	10%	0.5%
CC(=O)Oc1c(C(=O)c2nnc(C)o2)c(=O)n(Cc2ccccc2)c2ccccc12	0.8%	21%	14%	11%	-39%	5.6%	2%	33%	-0.3%
CC(=O)Nc1cccc(C(=O)OCc2ccc(C(=O)Oc3ccc(Cl)cc3)cc2)c1	-4.6%	-15%	-10%	22%	14%	0.9%	13%	-2%	-0.1%
N#Cc1ccccc1OCC(=O)Nc1ccc2c(c1)OCCCO2	4.3%	-19%	7%	-42%	-75%	-1.9%	6%	-5%	0.0%
O=[N+]([O-])c1ccc(N2CCN(S(=O)(=O)c3ccccc3)CC2)cc1NCc1cccnc1	-0.7%	3%	-7%	27%	-15%	-1.4%	8%	4%	-0.3%
CCOC(=O)c1cnc2ccc(OC)cc2c1Nc1ccc(N2CCN(C)CC2)cc1	1.8%	4%	1%	-12%	-14%	-0.2%	21%	14%	-0.1%
COc1ccc(NC(=O)C2CC(=O)N(CCc3ccc(Cl)cc3)C2)cc1 (stereo not drawn)	5.6%	21%	16%	6%	-29%	1.2%	8%	13%	-0.2%
Cc1ccc(S(=O)(=O)N2CCSC2c2ccco2)cc1 (stereo not drawn)	2.8%	29%	-4%	14%	15%	0.3%	16%	13%	0.3%
COC(CNC(=O)c1ccc2c(c1)nc(C)n2-c1cccc(C)c1)OC	-3.7%	15%	-6%	-18%	-24%	0.7%	8%	18%	0.0%
CCC(=O)Oc1ccc(C(=O)Nc2c[nH]c(=O)[nH]c2=O)cc1	0.0%	10%	2%	11%	0%	-0.2%	5%	7%	0.7%
COc1ccccc1OCC(=O)Nc1ccc(Cl)cc1	1.7%	34%	14%	1%	-23%	1.6%	-5%	9%	-0.4%
Cc1ccc2cc3c(NC(=O)c4ccco4)nn(C)c3nc2c1	-0.4%	28%	20%	8%	-12%	-0.7%	10%	18%	-0.1%
CCN(CC)c1ccc(-c2nn3c(-c4ccccc4OC)nnc3s2)cc1	0.2%	-130%	-28%	-17%	-10%	2.6%	5%	17%	0.2%
CCS(=O)(=O)N1Cc2ccccc2CC1C(=O)Nc1nnc(C2CC2)s1 (stereo not drawn)	-1.6%	-16%	3%	12%	-37%	1.6%	2%	4%	-0.4%
Cc1cccc2cc(C#N)c(N3CCN(C)CC3)nc12	-4.7%	4%	-8%	10%	-4%	-3.1%	9%	13%	-0.2%
COc1ccc2c(c1)c(CC(=O)Nc1cccc(S(N)(=O)=O)c1)c(C)n2C(=O)c1ccc(Cl)cc1	2.9%	2%	9%	4%	8%	1.2%	5%	14%	0.0%
CCN(C(=O)Cn1cc(C(F)(F)F)ccc1=O)c1c(N)n(Cc2ccccc2)c(=O)[nH]c1=O	1.0%	-16%	7%	-6%	-17%	-0.6%	6%	11%	0.3%
O=C(CSc1ncnc2sc3c(c12)CCCC3)c1ccco1	-5.3%	-48%	-6%	-16%	-9%	-1.8%	7%	5%	-0.3%
CCOc1ccccc1-n1nnnc1SCC(=O)NC(=O)Nc1ccc2c(c1)OCCO2	-3.8%	10%	0%	-9%	-6%	-1.2%	11%	-1%	0.2%
CSc1ccc(C(=O)C2CCCN(C(=O)Cn3cnnn3)C2)cc1 (stereo not drawn)	-1.6%	3%	17%	3%	-20%	-1.4%	5%	-1%	-0.1%
Cc1ccc(N2CCN(c3cc(C)nc4c5c(C)cc(C)nc5nn34)CC2)cc1	-4.6%	-7%	4%	10%	-24%	-0.6%	x	x	0.2%
COc1ccc(CNC(=O)CCNS(=O)(=O)c2cc(Br)cnc2N)cc1	-2.3%	-2%	0%	25%	9%	1.4%	10%	3%	-0.2%
NS(=O)(=O)c1ccc(-c2ccc(/C=N/Nc3ccc(C(=O)O)cc3)o2)cc1	3.2%	-26%	3%	-9%	0%	25%	15%	30%	-0.2%
CCN(CC)S(=O)(=O)c1cccc(NC(=O)CN2C(=O)c3ccc([N+](=O)[O-])cc3C2=O)c1	1.7%	9%	22%	13%	-23%	-0.9%	3%	16%	-0.4%
COC(=O)c1sccc1NC(=S)N1CCN(c2cccc(C)c2C)CC1	3.1%	22%	4%	-1%	-21%	0.4%	1%	2%	0.4%
CCOc1ccc(N/C(=C(/C(Cl)=C(Cl)Cl)[N+](=O)[O-])n2cncn2)cc1	26%	-28%	-26%	13%	2%	-2.0%	x	-2%	0.2%
C/C=C\C=C\C(=O)N1CC2(CC(c3cccc(NC(=O)/C(C)=C\C)c3)=NO2)C[C@H]1C(N)=O (stereo partly drawn)	5.4%	19%	-8%	-3%	3%	1.2%	11%	23%	-0.1%
Cc1ccc(S(=O)(=O)N2CCN(c3cnn(C)c(=O)c3Cl)CC2)cc1	1.1%	20%	10%	18%	-30%	-0.4%	0%	10%	0.0%
CCOc1ccccc1NC(=O)Nc1cccc(C(C)=O)c1	-1.6%	-9%	5%	-5%	-22%	-2.8%	7%	6%	-0.1%
COc1ccc(C(=O)NNC(=O)c2cc3cc(OC)ccc3oc2=O)cc1	4.7%	16%	2%	5%	-12%	-0.4%	4%	4%	-0.2%
O=C(CCCc1ccccc1)Nc1cccc2c1CCCC2	2.7%	-39%	15%	-6%	26%	-2.6%	9%	4%	-0.1%
O=C(CN(C(=O)Cn1nnc(-c2cccs2)n1)c1ccc2c(c1)OCCO2)NCc1ccccc1	-1.1%	-20%	-7%	-4%	-9%	-0.5%	9%	0%	-0.2%
O=S(=O)(c1ccc(C2CCCCC2)cc1)N1CCOCC1	-2.2%	-27%	17%	-8%	59%	-4.2%	4%	-5%	-0.1%
O=c1oc2ccccc2cc1-c1nc2c(s1)CCCC2	-1.3%	-7%	0%	-20%	-75%	1.6%	1%	6%	-0.1%
CC(C)(C)NC(=O)C(c1ccncc1)N(C(=O)Cn1nnc(-c2ccc(F)cc2)n1)c1cccc(F)c1 (stereo not drawn)	x	-35%[20 µM]	1%	2%	-29%	1.6%	5%	5%	0.0%
CCOc1ccc(-c2nn3c(-c4ccccc4)nnc3s2)cc1	1.9%	10%	1%	-1%	-23%	-0.7%	8%	2%	0.2%
CN(C(=O)CC1C(=O)NCCN1Cc1ccc(F)cc1Cl)C1CCCCC1 (stereo not drawn)	-1.0%	34%	2%	4%	-26%	-0.1%	3%	-3%	0.0%
O=C(CN1CCOCC1)NNC(=S)Nc1ccc(Cl)cc1	-5.8%	-7%	13%	-4%	-1%	-2.3%	7%	16%	0.0%
Cc1ccc(SCCC(=O)Nc2ccc(Br)c(C)c2)cc1	2.0%	-4%	8%	11%	-9%	2.6%	3%	5%	-0.1%
CC(=O)c1ccc(OCCOc2ccc(Cl)c3cccnc23)cc1	-1.0%	-42%	18%	28%	-6%	-1.0%	x	8%	0.3%
O=C(CSc1nc2ccccc2s1)N/N=C/c1ccco1	11%	-4%	-2%	8%	-3%	18%	4%	15%	-0.3%
O=C(CCC1CCCCC1)NCc1ccccn1	-1.1%	x	12%	-11%	7%	-0.6%	2%	10%	-0.2%
COC(=O)CSc1ccc2nnc(-c3ccc(F)cc3)n2n1	-1.6%	17%	-2%	18%	21%	-1.2%	8%	10%	1.0%
CCN1C(=O)c2cccc3c(NC(=O)c4ccc(OC)c(OC)c4)ccc1c23	-4.4%	-27%	-2%	12%	-22%	2.8%	7%	3%	0.4%
C/C(=N\Nc1cc(-c2ccccc2)nc(-c2ccccc2)n1)c1ccc(O)c(C)c1	-1.6%	-8%	14%	14%	9%	-2.3%	3%	16%	-0.4%
Cc1ccccc1NC(=O)c1onc2c1CCCC2	8.9%	-44%	3%	-143%	51%	2.6%	19%	-3%	-0.1%
CC(C)[C@H](NC(=O)c1ccco1)C(=O)OCC(=O)N1CCc2ccccc21	2.4%	-16%	10%	-4%	-19%	-0.6%	11%	5%	0.0%
Cn1c(=O)[nH]c(=O)c2c1nc(N1CCOCC1)n2CCN1CCOCC1	x	x	18%	-5%	-7%	-1.7%	16%	5%	-0.1%
CC(C)(C)c1ccc(Cn2ccc(-c3ccc4c(c3)OCO4)n2)cc1	5.0%	-1%	-1%	-27%	18%	-1.2%	4%	21%	0.3%
N/C(=N\OC(=O)c1ccc2c(c1)OCO2)c1cccc([N+](=O)[O-])c1	-14%	-42%[20 µM]	8%	-52%	-32%	-2.2%	12%	17%	0.6%
CC(C(=O)NC(=O)NC1CCCCC1)N1CCN(C(c2ccccc2)c2ccccc2)CC1 (stereo not drawn)	1.9%	-30%	7%	6%	13%	-2.8%	5%	15%	0.0%
Cn1nc(C(=O)OCC(=O)Nc2sccc2C(N)=O)c2ccccc2c1=O	-0.2%	16%	4%	7%	-4%	2.0%	4%	6%	0.2%
